# Shn3 3UTR inh: reduces Shn3 3'UTR luciferase signal in osteoblasts; inhibition, % at 12.5 µM; AID 588674; 360,000 tested, 0.52% active; Clone20 osteoblast Shn3 3'UTR firefly luciferase, 24 h;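 active = mean inhibition of at least 75% with every replicate also reaching 75%; inconclusive = mean inhibition at least 75% but some replicate below; inactive = mean inhibition below 75%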;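 also: 0% = median of neutral control wells and 100% = pilot-screen positive control compound; some compounds past the cut are filed as inactive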
# Peg3 prom inh: inhibitors of Peg3 promoter; HeLa PEG-Prom luciferase reporter, luminescence, overnight; inhibition, % at 20 µM; 360,000 tested, 1.7% active;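 active = inhibition of at least 50% at 20 µM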
# HIF-2a inh: inhibitors of HIF-2a. 360,000 tested, 0.72% active. inhibition, % at 18.8 µM. AID 624352. 786-0 RCC cells HIF-2a reporter, luciferase luminescence, overnight;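 active = inhibition of the luminescence signal of 40% or more relative to plate controls, in a single-dose primary screen at 18.75 µM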
# CF NFkB inh: inhibitors of cystic fibrosis induced NF-kB. inhibition, % at 5 µM. KKLEB NF-kB-GFP reporter, PAF-induced, GFP fluorescence overnight. 360,000 tested, 0.86% active. AID 588850;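 active = at least 50% inhibition at 5 µM, scaled per plate between neutral and stimulator controls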;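 also: PAF is a Pseudomonas aeruginosa culture filtrate used as stimulus; plate controls were PAF-stimulated DMSO wells for no effect and unstimulated DMSO wells for full effect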
# KKLEB cytotox: CF airway cell cytotoxicity counter-screen; 360,000 tested, 0.36% active; activity change (cytotoxicity), % at 5 µM; KKLEB CF airway cells viability, ATPlite luminescence, overnight; hits give low values; cells stimulated with P. aeruginosa culture filtrate;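 active = corrected activity change at or below -50% at 5 µM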
# NR2E3 ag-1: activates human photoreceptor nuclear receptor NR2E3; GST-NR2E3/biotin-RetCOR TR-FRET, 1536-well; inhibition of corepressor binding, % at 4.78 µM; AID 2300; Q9Y5X4; 320,000 tested, 0.12% active;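 active = percent inhibition above the cutoff of mean plus 3 SD of all tested compounds, set per screening campaign, cut at about 20% in these data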;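 also: 0% = DMSO wells and 100% = biotin wells as full block of FRET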
# Target sequence (Q9Y5X4 whole entry, looked up): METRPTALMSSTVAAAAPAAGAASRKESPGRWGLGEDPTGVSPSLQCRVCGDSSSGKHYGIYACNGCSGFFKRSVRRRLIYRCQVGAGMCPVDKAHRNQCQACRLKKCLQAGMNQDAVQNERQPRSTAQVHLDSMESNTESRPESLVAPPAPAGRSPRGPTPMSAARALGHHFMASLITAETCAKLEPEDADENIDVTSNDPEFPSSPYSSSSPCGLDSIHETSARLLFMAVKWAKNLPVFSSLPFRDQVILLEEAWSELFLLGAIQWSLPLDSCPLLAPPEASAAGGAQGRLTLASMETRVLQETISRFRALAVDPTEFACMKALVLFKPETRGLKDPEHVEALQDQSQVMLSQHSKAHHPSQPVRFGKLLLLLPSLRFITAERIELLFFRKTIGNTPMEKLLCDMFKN
#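 System: GST-NR2E3 and biotin-RetCOR proteins; probe or stimulus: 7 nM biotin-RetCOR; doses: compound at 4.8 µM, single dose; schedule: Compound–protein incubation for 5 h at 4 °C; detection: time-resolved FRET; read-out: percent inhibition; controls: biotin wells as high control, 0.6% DMSO wells as low control; format: 1536-well plates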
# PDI turbidity: PDI (human) enzyme inhibition. 350,000 tested, 0.052% active. PDI insulin aggregation turbidity, A650, 90 min. P07237. inhibition, % at 10 µM. AID 588391;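 active = mean inhibition across replicates of 30% or more, whatever share of single replicates reach that level; inconclusive = mean inhibition below 30% while every single replicate reaches 30%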;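 also: absorbance from insulin aggregation driven by PDI reduction with DTT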
# Target sequence (P07237 whole entry, looked up): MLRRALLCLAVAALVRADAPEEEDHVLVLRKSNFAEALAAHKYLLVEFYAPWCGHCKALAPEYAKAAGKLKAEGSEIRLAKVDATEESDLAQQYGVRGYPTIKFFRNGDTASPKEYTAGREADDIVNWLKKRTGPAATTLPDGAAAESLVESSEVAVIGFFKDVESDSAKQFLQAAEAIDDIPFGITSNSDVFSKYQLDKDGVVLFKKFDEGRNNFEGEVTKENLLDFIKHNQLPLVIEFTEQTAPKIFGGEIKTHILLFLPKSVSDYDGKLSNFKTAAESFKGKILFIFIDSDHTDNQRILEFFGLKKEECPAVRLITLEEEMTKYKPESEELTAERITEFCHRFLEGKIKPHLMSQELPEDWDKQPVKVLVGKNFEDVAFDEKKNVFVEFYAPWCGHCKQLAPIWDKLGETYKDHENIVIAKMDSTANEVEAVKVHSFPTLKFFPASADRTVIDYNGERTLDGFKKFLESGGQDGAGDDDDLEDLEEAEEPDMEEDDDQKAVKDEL
# TRPM1 prom inh: MITF TRPM1 promoter inhibition in SK-MEL-5 cells; SK-MEL-5 TRPM1 promoter luciferase, 24 h; inhibition, % at 12.5 µM; 330,000 tested, 0.83% active;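 active = mean inhibition across replicates of 60% or more, whatever share of single replicates reaches that level; inconclusive = some that reach 60%, reason not given; inactive = mean inhibition across replicates below 60%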; also: values of inactives mirror those of a sister screen read the other way
# NR2E3 ag-2: agonists of human NR2E3 nuclear receptor. 360,000 tested, 0.35% active. inhibition of corepressor binding, % at 3.98 µM. CHO-S Gal4-NCOR/VP16-NR2E3 two-hybrid, luciferase. AID 602229. Q9Y5X4;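 active = inhibition above the mean of all tested compounds plus 3 SD, cut at about 70% in these data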;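 also: 0% = DMSO with NR2E3 transfected cells and 100% = cells lacking NR2E3 construct; higher means lower luciferase signal from less NR2E3 corepressor binding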
# Vif imaging: blocks HIV Vif function; HEK293T cells, Vif self-association by quenched fluorescence, imaging, 24 h; inhibition, % at 7.49 µM; 340,000 tested, 0.35% active; AID 602346; in the data active = inhibition above about 50%, passing the limit was not always enough; inconclusive = no clear call, values can overlap the other calls; inactive = below about 31%; also: some results filed as inactive read as strong as hits
# CaV13 ICDI inh: Primary screen for inhibitors of IQ motif and Ca2+-dependent inactivation inhibitor domain binding in CACNA1D, Förster resonance energy transfer in living cells, …. HEK cells, CFP/YFP FRET ICDI-IQ, plate reader, 10 min; percent FRET-ratio fall versus neutral wells. inhibition, % at 12.3 µM. 340,000 tested, 0.098% active;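 active = mean replicate inhibition of at least 30% and at least 1% of replicates passing that level; inconclusive = only one of the two criteria is met; inactive = neither criterion is met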;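 also: 0% = median of the neutral control wells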
# Numbers without * were called inactive; u = inconclusive; x = not tested or not shown.
SMILES,Shn3 3UTR inh,Peg3 prom inh,HIF-2a inh,CF NFkB inh,KKLEB cytotox,NR2E3 ag-1,PDI turbidity,TRPM1 prom inh,NR2E3 ag-2,Vif imaging,CaV13 ICDI inh
COc1cccc(C2N(c3ccccc3)CCN2c2ccccc2)c1OC,-2.9,3.9,-18.6,-18.5,8.7,1.9,0.5,-7.3,3.0,-3.8,-3.0
CCCCOC(=O)C(C)Sc1n[nH]c(=O)[nH]c1=O (stereo not drawn),27.6,0.1,2.9,-19.6,8.3,3.0,-5.6,2.8,0.5,0.9,-0.1
CC(NC(=O)COC(=O)c1ccc([N+](=O)[O-])s1)c1ccccc1 (stereo not drawn),12.9,3.6,2.7,8.7,3.8,0.1,-3.9,5.2,12.5,0.9,-2.9
CCC(OC(=O)c1cccs1)C(=O)NCc1ccc2c(c1)OCO2 (stereo not drawn),-27.8,-0.3,-0.8,-7.3,-0.3,2.1,-2.6,-8.5,-6.2,0.0,-4.4
Cc1ccc(CN=Cc2[nH]c3ccc(Br)c(Cl)c3c2O)cc1,-7.2,9.2,-19.6,-12.5,5.9,12.0,2.9,19.6,-16.5,7.9,-8.2
CCN1C(=O)C(CC(=O)Nc2ccc(C)cc2C)Nc2cc(S(=O)(=O)N(C)C)ccc21 (stereo not drawn),-0.1,8.8,-10.2,-17.6,8.7,-1.6,-25.4,-5.4,-18.5,1.9,-6.5
Cc1cccn2c(=O)c(C=O)c(N3CCCCC3)nc12,5.6,0.1,-0.1,31.0,-15.6,-1.9,-4.0,2.2,0.4,2.4,-5.3
O=S(=O)(NCCc1ccccn1)c1cccs1,6.6,14.2,2.2,-1.8,-6.4,-2.1,-3.8,1.9,-13.8,-11.5,x
O=C(CSC1=Nc2ccccc2C2=NC(c3ccccc3)C(=O)N12)NC1CCCCC1 (stereo not drawn),5.3,-1.3,10.3,1.1,6.7,-0.4,1.1,4.3,12.6,x,-5.0
CC(C)CNS(=O)(=O)c1cc(C(=O)OCC(=O)N2CCOCC2)c(Cl)cc1Cl,3.3,12.1,10.7,4.9,0.2,7.2,2.6,4.9,-11.1,6.0,-6.9
Cc1nc(N)sc1C(=O)N/N=C/c1ccccc1[N+](=O)[O-],-112.4,-244.7,-159.6,3.5,-2.0,1.4,-5.9,x,-36.0,-6.5,3.2
CCOc1ccc(NC(=O)C2CCCN2S(=O)(=O)c2ccc3c(c2)C(C)(C)C(=O)N3C)cc1 (stereo not drawn),1.9,6.7,5.7,-4.1,7.6,4.0,-8.0,3.4,-9.9,-4.9,-4.3
Cc1nn(CCCC(=O)Nc2cnn(Cc3ccc(F)cc3)c2)c(C)c1[N+](=O)[O-],-7.0,-13.9,14.0,-12.9,-4.9,3.5,-7.7,18.1,-1.0,-6.0,5.2
O=C1N(c2ccccc2)C[C@@H]2C[C@@H](c3cccc4c3OCO4)N3CCC[C@@]123,-16.1,12.4,15.1,9.4,5.5,0.4,11.3,8.8,-37.6,5.9,-3.4
CN(CC(=O)Nc1ccc(F)cc1)C(=O)C1CC(=O)N(Cc2ccccc2)C1 (stereo not drawn),7.7,7.6,10.2,-11.4,4.9,-1.3,-5.2,13.9,-14.4,-5.7,-8.1
Cc1nc(N2CCN(Cc3ccc4c(c3)OCO4)CC2)c2cc(-c3ccccc3)sc2n1,21.8,-7.5,-102.7,-39.4,12.4,1.6,-1.7,11.3,-24.9,2.2,-18.0
COc1ccc(S(=O)(=O)NNC(=O)C23CC4CC(CC(C4)C2)C3)cc1[N+](=O)[O-],-1.2,12.0,1.6,-13.8,-11.5,-2.4,-5.4,0.3,2.5,-4.3,-2.4
Cc1ccc(S(=O)(=O)/N=C(/Nc2c(C)cccc2C)c2ccccc2)cc1,-13.3,13.7,13.0,16.4,-8.1,x,3.0,1.4,-18.4,2.7,-3.9
C[C@H](CO)N1C[C@H](C)[C@@H](CN(C)C(=O)Nc2ccc3c(c2)OCO3)Oc2ccc(NC(=O)Nc3ccc4c(c3)OCO4)cc2C1=O,-2.5,-18.8,-3.3,-15.3,7.7,x,3.0,-11.0,-31.4,-1.6,-7.3
O=c1oc(CCCO)cc2ccc(C#Cc3ccsc3)cc12,-69.7,-239.0,-264.5,-20.9,9.6,1.8,-0.6,-119.3,-51.0,-5.2,-7.0
CCOC(=O)N1CCC(NC(=O)C2CCCN(Cc3nc(-c4ccc(CC)cc4)oc3C)C2)CC1 (stereo not drawn),76.1,19.9,-0.1,1.9,-10.0,-0.3,3.9,32.9,39.9,-16.1,-2.1
O=S(Cc1ccc(Cl)cc1)CC(O)COCc1ccc(Cl)cc1 (stereo not drawn),-17.7,11.2,8.7,3.9,-4.2,-2.5,4.4,-4.0,-12.4,x,-5.0
COc1ccc(Cc2noc(-c3ccc([N+](=O)[O-])cc3)n2)cc1OC,9.5,-3.7,-12.8,11.0,-8.1,4.5,-2.8,-3.5,4.8,-3.1,-4.0
O=C1CC(N2CCN(c3ccc(F)cc3)CC2)C(=O)N1c1ccc(F)cc1 (stereo not drawn),-0.4,10.7,1.7,-4.3,-5.9,-0.2,-0.7,-3.8,7.9,-2.7,-4.7
COc1ccc(C(C)=O)c(Oc2cc(NN3CCCCC3)c([N+](=O)[O-])cc2[N+](=O)[O-])c1,-10.3,26.6,12.2,-3.5,-12.3,2.6,-5.2,14.8,-3.9,-1.5,-9.9

# More records follow.
SMILES,Shn3 3UTR inh,Peg3 prom inh,HIF-2a inh,CF NFkB inh,KKLEB cytotox,NR2E3 ag-1,PDI turbidity,TRPM1 prom inh,NR2E3 ag-2,Vif imaging,CaV13 ICDI inh
C#CCOCCOCCOCCNc1nc(N2CCN(C(=O)C([C@@H](C)CC)n3cc(C(N)Cc4ccc(O)cc4)nn3)CC2)nc(N2CCN(C(=O)[C@H](CCC(=O)O)n3cc(C(N)CO)nn3)CC2)n1 (stereo partly drawn),-23.3,-14.3,4.4,5.0,14.9,-0.8,13.9,2.0,-26.3,1.6,x
CC(=O)c1sc(NC(=O)c2ccco2)nc1-c1ccccc1,-48.7,-266.1,-293.1,-31.4,1.0,4.9,2.3,-58.8,-138.9,-2.9,x
COc1ccc(C)cc1NC(=O)CN1CCN(C/C=C/c2ccccc2)CC1,31.1,4.2,19.0,-5.1,-3.4,1.8,-1.6,10.6,8.1,-19.2,-5.8
O=C(CSc1ncnc2c1oc1ccccc12)NCc1ccc(F)cc1,9.6,24.9,15.1,-10.9,-7.4,2.8,-2.2,11.2,-22.8,2.8,-5.2
FC(F)(F)c1cnc(-n2cc[nH]c2=S)c(Cl)c1,-4.8,1.1,8.7,-10.9,3.3,-1.6,5.3,-2.3,-13.0,14.2,x
Cc1ccc(C(=O)NC(=S)NNC(=O)CCN2CCOCC2)cc1,-1.9,-13.9,-6.1,-6.5,-14.8,4.8,0.9,0.2,-21.6,-11.8,-6.6
CC(=O)N1c2ccccc2C(C)(C)C2CCC(C)CC21 (stereo not drawn),1.7,6.5,20.4,-10.7,-4.5,1.7,9.3,3.7,-9.6,-21.3,-5.1
CCC1=Nc2cc(C(=O)NCc3cccnc3)ccc2Sc2ccc(C)cc21,-8.8,37.0,26.9,5.0,10.0,0.3,1.2,35.9,-26.3,u,-4.4
COc1cccc(-c2nn(C)c3sc(C(=O)NCCCN(C)Cc4ccccc4)cc23)c1,10.9,39.3,12.3,1.7,-8.2,-2.5,-1.7,21.0,-2.8,-6.7,-19.9
Cc1ccc(CNC(=O)COC(=O)c2cnccn2)cc1,-13.9,3.0,-13.0,-2.0,2.4,0.5,0.2,8.4,-24.7,-4.1,-8.2
Cc1cc(Cl)c(S(=O)(=O)N2CCN(c3ccc(F)cc3)CC2)cc1OCC(N)=O,5.7,10.8,12.1,3.2,3.1,0.0,-7.3,26.1,18.3,2.7,-5.5
Cn1cnc(S(=O)(=O)NCc2ccccc2)c1,-9.7,-8.0,2.3,6.3,5.4,-0.2,3.8,-1.9,-7.3,0.5,-2.8
CC1CCN(CCCCOc2ccc(C(C)(C)C)cc2)CC1,-14.9,-0.8,5.8,4.0,10.2,-2.7,7.0,-0.2,-14.1,-3.2,-19.0
COc1ccccc1CCn1c(N)c(C#N)c2nc3ccccc3nc21,2.1,3.9,-55.7,-20.1,-2.5,-0.7,-4.5,-6.7,-16.9,-4.3,-2.3
CC(C)[C@H](NC(=O)OC(C)(C)C)c1nnc(SCC(=O)Nc2ccc(Br)cc2)o1,7.4,10.4,-6.9,5.4,-2.6,-0.3,-7.5,11.6,-5.6,-21.6,-3.5
NS(=O)(=O)c1ccc(NN=C2CCCCC2)c([N+](=O)[O-])c1,11.6,-13.6,-9.2,-2.1,22.8,0.2,-16.5,21.7,-31.7,-1.0,-2.0
CC(C)(C)n1c(O)c2n(c1=O)Cc1ccccc1N=C2c1ccccc1,3.0,18.0,7.1,-0.2,0.6,x,x,x,10.6,-2.5,-3.1
CCOc1cc(N2CCOCC2)c(OCC)cc1NC(=O)COC(=O)c1ccccc1C,17.4,11.9,19.0,9.6,-8.3,4.3,-2.7,-4.2,-13.7,4.1,-2.6
Cc1ccc(S(=O)(=O)CCC(=O)NCCc2ccccc2)cc1,-3.3,11.5,18.6,8.0,-9.8,0.3,-2.5,10.7,-13.5,4.9,-2.6
O=C(CN1CCN(S(=O)(=O)c2ccc(Cl)c(Cl)c2)CC1)N1CCCC1,7.6,16.6,5.8,-15.3,0.9,2.9,-3.2,3.7,-2.9,13.9,-6.1
CCc1noc(C)c1C(=O)N1CCCSC1=Nc1ccccc1OC,-6.3,7.0,14.4,-1.6,28.8,-1.2,-4.4,6.5,-13.2,-15.3,-6.8
O=C(NC1CCCCC1)c1ccc2c(c1)OCCO2,-58.4,-180.4,-130.0,-13.0,3.1,7.5,5.8,-76.9,-170.9,-40.1,-20.1
CSCCC(NC(=O)c1ccccc1)C(=O)NCCc1ccccc1 (stereo not drawn),-28.6,-0.8,-9.4,-2.0,-0.2,2.5,-1.5,-8.1,12.2,-9.5,-2.5
COc1ccc(Cl)cc1NC(=O)CCCNC(=O)c1ccc(Cl)cc1,4.2,9.2,13.7,17.2,0.2,1.3,3.7,5.6,-24.3,-17.9,-3.4

# Random excerpt: two compounds from above
SMILES,Shn3 3UTR inh,Peg3 prom inh,HIF-2a inh,CF NFkB inh,KKLEB cytotox,NR2E3 ag-1,PDI turbidity,TRPM1 prom inh,NR2E3 ag-2,Vif imaging,CaV13 ICDI inh
C#CCOCCOCCOCCNc1nc(N2CCN(C(=O)C([C@@H](C)CC)n3cc(C(N)Cc4ccc(O)cc4)nn3)CC2)nc(N2CCN(C(=O)[C@H](CCC(=O)O)n3cc(C(N)CO)nn3)CC2)n1 (stereo partly drawn),-23.3,-14.3,4.4,5.0,14.9,-0.8,13.9,2.0,-26.3,1.6,x
COc1ccccc1CCn1c(N)c(C#N)c2nc3ccccc3nc21,2.1,3.9,-55.7,-20.1,-2.5,-0.7,-4.5,-6.7,-16.9,-4.3,-2.3
